AGP1 TOR yeast = modulators of AGP1-GFP expression in yeast TOR pathway, primary screen, cell-based, multiplex flow cytometry, S. cerevisiae, MLPCN library. 3 h; GFP as percent of DMSO wells. GFP response vs DMSO, % at 10 µM. hit rate 0.02% among 320,000;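 active = GFP response relative to DMSO above a set limit, near screen average plus 3 SD, cut at about 150% in these data; inconclusive = fewer than 70 cells counted for the yeast strain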;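 also: median GFP channel fluorescence of the gated AGP1 strain per well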
CIT2-GFP yeast = modulators of CIT2-GFP expression in yeast, primary screen, S. cerevisiae, GFP fusion, multiplex flow cytometry, MLPCN library; AID 2029, 2009; GFP response vs DMSO, % at 10 µM; S. cerevisiae CIT2-GFP strain, 3 h; 100 means same as DMSO wells; hit rate 0.065% among 320,000;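 active = GFP response relative to DMSO above a set limit, near the screen mean plus 3 SD, cut at about 150% in these data; inconclusive = Fewer than 70 cells measured for a yeast strain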;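 also: ratio of well median GFP fluorescence to mean of DMSO wells on the plate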
MCL1 BIM primary = inhibitors of MCL1 binding to BIM-BH3, primary screen, biochemical, fluorescence polarization; inhibition, % at 10.9 µM; hit rate 0.68% among 320,000; GST-MCL1 / FITC-Bim-BH3 fluorescence polarization;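 active = inhibition above the mean inhibition of all tested compounds plus 3 SD, set per campaign, cut at about 40% in these data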;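 also: 0% = DMSO wells and 100% = unlabeled Bim-BH3 peptide control; higher means more loss of mP so more displacement of Bim peptide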
Target sequence (Q07820 whole entry, looked up): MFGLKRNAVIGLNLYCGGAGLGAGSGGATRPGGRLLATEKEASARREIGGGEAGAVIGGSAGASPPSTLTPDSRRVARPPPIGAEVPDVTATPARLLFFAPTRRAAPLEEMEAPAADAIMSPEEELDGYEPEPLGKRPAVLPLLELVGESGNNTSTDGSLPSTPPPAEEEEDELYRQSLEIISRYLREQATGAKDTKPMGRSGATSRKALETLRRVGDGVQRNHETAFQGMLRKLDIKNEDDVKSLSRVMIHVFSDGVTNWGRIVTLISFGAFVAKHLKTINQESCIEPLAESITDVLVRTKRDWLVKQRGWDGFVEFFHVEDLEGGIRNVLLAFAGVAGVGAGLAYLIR
Fam108B counter = mouse Fam108B serine hydrolase inhibitors, primary screen, counter-screen for RBBP9 inhibitor project, biochemical, fluorescence polarization; hit rate 0.33% among 300,000; recombinant Fam108B, FP-Rh probe fluorescence polarization; inhibition, % at 9.51 µM;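 active = inhibition above the screen mean inhibition plus 3 SD, computed separately per campaign, cut at about 18% in these data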;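 also: inhibitors lower polarization as less probe binds the enzyme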
Bcl-xL primary = inhibitors of human Bcl-xL, primary screen, biochemical, fluorescence polarization, HTS; Bcl-2-like protein 1 (Homo sapiens), Q07817; GST-Bcl-xL / FITC-Bim BH3 peptide fluorescence polarization; inhibition, % at 10.9 µM; hit rate 0.7% among 320,000;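 active = inhibition above the mean of all tested compounds plus 3 SD, cutoff set per campaign, cut at about 30% in these data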;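 also: 0% = DMSO wells and 100% = unlabeled Bim-BH3 peptide competitor; inhibitors lower millipolarization by displacing the labeled peptide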
Target sequence (Q07817 whole entry, looked up): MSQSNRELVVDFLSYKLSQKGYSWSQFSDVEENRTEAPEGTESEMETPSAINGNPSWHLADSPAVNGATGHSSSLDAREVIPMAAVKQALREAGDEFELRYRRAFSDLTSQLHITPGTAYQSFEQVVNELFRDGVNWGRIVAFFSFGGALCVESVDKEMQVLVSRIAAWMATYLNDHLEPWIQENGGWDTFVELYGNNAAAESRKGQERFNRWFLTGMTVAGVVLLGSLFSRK
GLD-1 RNA inh = GLD-1/TGE RNA complex disruptors, primary screen, biochemical, fluorescence polarization | AID 2280, 2010 | hit rate 0.44% among 320,000 | inhibition, % at 5.96 µM | Female germline-specific tumor suppressor gld-1 (Caenorhabditis elegans), Q17339 | purified GLD-1 + fluorescein TGE RNA;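 active = percent inhibition above a per-plate cutoff, the plate mean of test compounds plus 3 SD, cut at about 30% in these data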;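 also: 0% = DMSO wells with GLD-1 and probe and 100% = wells lacking GLD-1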
GRK2 aptamer HTS = compounds blocking aptamer binding on GRK2 – biochemical, human GRK2, bead flow cytometry, HTS, primary screen | Beta-adrenergic receptor kinase 1 (Homo sapiens), P25098 | inhibition of aptamer binding, % at 10 µM | AID 488847, 2010 | FAM-aptamer displacement from GRK2 | hit rate 0.59% among 330,000;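 active = inhibition of aptamer binding above 40%, roughly 3 SD of noise, on plates passing a quality check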;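 also: median bead fluorescence of bound FAM aptamer so fluorescent compounds give negative values; no value below 0 was filed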
VLA-4 inh = inhibition in human VLA-4 binding assay, primary screen, VLA-4 allosteric modulator project, MLPCN library, flow cytometry, VLA-4 expressing cells. inhibition, % (about 7 µM as worked out from the volumes in the protocol). hit rate 0.2% among 330,000. ligand binding flow cytometry; in the data active = inhibition above about 50%
MEX-5 binding = MEX-5 zinc finger RNA-binding disruptors – biochemical, C. elegans, fluorescence polarization, MLPCN library, primary screen | MEX-5/FITC-TCR2 RNA binding; hits give low values | activity score (negative = inhibition of binding), % at 10 µM | AID 1832, 2009 | hit rate 0.38% among 300,000;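 active = inhibition past about -25% in most replicates, and total fluorescence under double the plate's negative control median, limit read from the data; inconclusive = replicates evenly split on the limit, or fluorescence at least double controls; inactive = too little inhibition in most replicates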;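 also: 0% = DMSO and -100% = 5 µM competing unlabeled TCR2 RNA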
Target sequence (Q9XUB2 whole entry, looked up): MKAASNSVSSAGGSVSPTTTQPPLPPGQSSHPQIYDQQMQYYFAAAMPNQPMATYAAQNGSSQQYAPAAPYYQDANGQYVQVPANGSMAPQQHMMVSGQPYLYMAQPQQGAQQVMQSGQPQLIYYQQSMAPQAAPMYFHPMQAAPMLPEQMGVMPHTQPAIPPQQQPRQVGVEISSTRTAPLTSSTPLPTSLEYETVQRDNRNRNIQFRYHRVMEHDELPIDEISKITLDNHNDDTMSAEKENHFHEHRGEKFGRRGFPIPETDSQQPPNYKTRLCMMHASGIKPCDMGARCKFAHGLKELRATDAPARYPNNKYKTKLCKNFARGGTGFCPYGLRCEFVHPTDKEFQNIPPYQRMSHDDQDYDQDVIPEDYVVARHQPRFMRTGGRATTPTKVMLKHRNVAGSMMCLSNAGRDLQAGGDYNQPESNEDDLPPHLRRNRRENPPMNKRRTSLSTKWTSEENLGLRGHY
Numbers without * were called inactive; ? = inconclusive; . = not tested or not shown; [ ] = another dose, or the depositor's remark.

item	SMILES	Bcl-xL primary	GLD-1 RNA inh	MEX-5 binding	AGP1 TOR yeast	CIT2-GFP yeast	VLA-4 inh	MCL1 BIM primary	GRK2 aptamer HTS	Fam108B counter
1	COCC1CCCN(Cc2cn(Cc3ccccc3)nc2-c2cc3ccccc3o2)C1 (stereo unspecified)	7	-4	-5.1	103	105	7	2	0	2
2	Cc1ccc(C(=O)Nc2cccc3ccccc23)o1	2	6	-2.8	96	89	-13	11	0	1
3	CC(C)(C)c1ccc(C(=O)NC(=S)N2CCCCCC2)cc1	9	2	-0.5	92	95	1	7	3	-2
4	OCCN1CCN(CC#CCC(c2ccccc2)c2ccccc2)CC1	5	4	0.0	106	103	8	5	0	0
5	COc1ccccc1NC(=O)c1ccc(S(=O)(=O)N2CCOCC2)cc1	0	-2	-2.0	87	85	11	-2	4	1
6	Cc1c(C(=O)OCC(=O)N2CC(=O)Nc3ccccc32)oc2ccccc12	-5	-11	0.8	105	103	-5	-10	0	-4
7	CCn1c(COc2cc(C)ccc2C(C)C)nnc1SCC(=O)Nc1nccs1	-3	1	0.4	110	105	-2	4	2	-2
8	CCOc1ccc(NC(=O)CN(C)C(=O)CCCOc2ccc(Cl)c(C)c2)cc1OCC	-4	7	-1.6	99	103	10	-10	0	-4
9	COc1cc([N+](=O)[O-])cc(/C=N/NC(=O)CSc2ccccn2)c1O	0	-1	-8.4	99	107	8	4	1	3
10	CN(CC(=O)Nc1ccccc1N1CCCC1)S(=O)(=O)c1ccc(F)cc1	3	0	4.0	106	97	8	6	0	-1
11	CN(C)c1ccc(/C=C2/SC(=O)N(CCN=C3NS(=O)(=O)c4ccccc43)C2=O)cc1	-9	-71	-6.2	?	?	-12	-11	1	2
12	O=S(=O)(c1ccccc1)N1CCN(C(=S)Nc2ccc(Br)cc2)CC1	.	.	.	95	88	12	.	0	.
13	CCN(CC)S(=O)(=O)c1ccc2nnn(O)c2c1	0	-5	-0.7	106	106	2	-8	3	-3
14	COc1ccc(-n2c(=S)[nH]c3cc(C(=O)NCc4cccnc4)ccc3c2=O)c(OC)c1	9	5	0.5	107	109	10	6	1	0
15	Cc1ccc(NC(=O)c2oc(=O)c3ccccc3c2-c2ccccc2)c(C)c1	-3	-7	-0.9	104	102	-4	-10	0	-2
16	CN(C)c1ccc(NC(=S)NC(=O)/C=C/c2ccc(Cl)cc2)cc1	9	-2	-1.0	108	105	-2	18	0	5
17	O=C(N/C(=C/c1cccc([N+](=O)[O-])c1)C(=O)N1CCCCCC1)c1ccco1	1	11	1.3	100	.	9	8	0	1
18	COc1cccc(NC(=O)C2CCCN2C(=O)OCc2ccccc2)c1 (stereo unspecified)	2	1	.	99	105	7	0	1	1
19	Cc1ccc(C(=O)Nc2ccccc2[N+](=O)[O-])cc1S(=O)(=O)N1CCOCC1	6	7	0.1	97	102	6	-1	4	8
20	Cc1ccc(C(=O)CCS(=O)(=O)c2ccc(Cl)cc2)cc1	0	9	-0.1	106[may fluoresce green]	123[may fluoresce green]	-6	2	0	-2
21	CCOC(=O)Cn1nc(C)c(NC(=O)COc2ccc(C)c(C)c2)c1C	5	6	-0.6	99	104	-3	4	2	-1
22	COc1ccc(N2CC(C(=O)OCC(=O)Nc3cccc(C)c3)CC2=O)cc1 (stereo unspecified)	1	6	1.3	96	109	6	-2	3	1
23	COc1ccc(C(=O)NN=C(Cc2ccccc2)Cc2ccccc2)cc1OC	-2	3	0.5	96	111	-19	-4	0	-2
24	S=c1[nH]nc(-c2ccncc2)n1/N=C/c1cccc2ccccc12	-39	0	1.3	98	107	4	-27	2	0
25	CCCCN(S(=O)(=O)c1ccccc1)S(=O)(=O)c1ccccc1	5	10	-0.7	101	92	13	12	0	-3
26	Cc1ccc(S(=O)(=O)N2CCN(C(=O)C3CCCO3)CC2)cc1 (stereo unspecified)	1	0	-1.2	95	91	8	3	3	6
27	COc1cc(OC)c(NC(=O)c2ccc3c(SCC(=O)O)c4c(nc3c2)CCCC4)cc1Cl	7	-5	-8.9	108	109	7	13	4	0
28	Cc1ccc(S(=O)(=O)N2CCC(C(=O)N3CCC(C(=O)NCc4cccnc4)CC3)CC2)cc1	0	3	1.8	104	100	-3	1	0	8
29	COCCC(=O)N1CCC(n2nccc2NC(=O)c2ccccc2C)CC1	6	4	0.1	95	92	13	6	0	3
30	Clc1ccc(OCCn2ccnc2)c(Br)c1	7	-1	2.8	100	.	7	4	2	2
31	CC(C)Cc1ccc(C(C)C(=O)Nc2ccccc2O)cc1 (stereo unspecified)	-6	2	2.1	103	101	0	-6	0	0
32	Oc1cc2c(cc1CN1CCN(c3cccc(C(F)(F)F)c3)CC1)CCC2	7	-1	-0.4	98	.	11	0	0	-2
33	O=C1c2ccccc2C(=O)N1Cc1cc(-c2ccccc2)no1	-5	5	0.8	93	94	24	1	1	6
34	OCC1OC(n2cnc3c(NC4CCCC4)ncnc32)C(O)C1O (stereo unspecified)	4	-1	-0.5	90	88	0	-2	4	3
35	CC(=O)c1ccc(-c2cccc(-c3nc4ccccn4c3NC3CCCCC3)c2)cc1	10	10	0.4	87	79	-14	9	6	0
36	COc1ccc(NC2CCCN(C(=O)c3csc(C(C)C)n3)C2)cc1OC (stereo unspecified)	9	-1	-1.2	100	110	-17	16	0	2
37	CC/C(=N/O)C(=O)c1ccc(Br)cc1	6	-1	0.4	92	89	-10	8	1	4
38	COc1ccc(C(=O)Nc2sc3c(c2C#N)CCN(C(C)=O)C3)cc1	1	-137	0.2	95	124	-9	-11	4	2
39	COc1ccc(CCN(Cc2cc3ccc(C)cc3n3nnnc23)C(C)=O)cc1OC	3	6	0.5	97	85	5	-4	2	5
40	CC(=O)N(Cc1ccco1)C1(C(=O)NC2CCCC2)CCCCC1	-2	-4	0.4	100	95	-18	2	1	-3
41	CCCCn1c(O)c(/C=C2\C=NN=C2c2ccccc2)sc1=S	0	-10	-0.9	95	94	5	5	0	-14
42	Cc1ccsc1C(=O)Nc1nc2ccccc2[nH]1	-3	6	-2.8	89	97	2	4	0	-2
43	Oc1ccc(N2CCN(Cc3ccc(OCCCN4CCCCC4)cc3)CC2)cc1	20	-1	0.6	109	104	18	10	0	0
44	COc1ccc2sc(N3C(=O)CC(Cc4cccc(C)c4)C3=O)nc2c1 (stereo unspecified)	2	-4	0.9	72	65	17	-5	0	0
45	Cc1ccc(-c2cc(C(=O)n3cnc4ccccc43)c3ccccc3n2)cc1C	10	-5	1.6	98	97	14	6	0	-4
46	COc1cccc(NC(=S)/C(=C(\[O-])c2ccc([N+](=O)[O-])cc2)[n+]2ccccc2)c1	3	2	-0.5	93	87	4	2	1	1
47	CC(C)(CO)N=Cc1c(O)[nH]c2ccccc12	4	1	-1.5	100	97	3	5	0	8
48	COc1ccc(CN2C=C3C(=O)C(C)(OC(=O)CCc4ccccc4)C(=O)C=C3C=C2c2ccc(C#N)cc2)cc1 (stereo unspecified)	3	5	1.5	101	93	-3	-5	3	9
49	CCSC1=C(C#N)C(c2ccc(Cl)cc2)C2=C(CCCC2=O)N1 (stereo unspecified)	4	7	-4.7	110	88	11	4	1	2
50	CCOC(=O)c1[nH]nc(C(=O)c2ccc(Br)cc2)c1O	2	0	-2.9	100	95	8	0	0	1

Part of the list above, as labelled records:
48	COc1ccc(CN2C=C3C(=O)C(C)(OC(=O)CCc4ccccc4)C(=O)C=C3C=C2c2ccc(C#N)cc2)cc1 (stereo unspecified)
  Bcl-xL primary: 3; GLD-1 RNA inh: 5; MEX-5 binding: 1.5; AGP1 TOR yeast: 101; CIT2-GFP yeast: 93; VLA-4 inh: -3; MCL1 BIM primary: -5; GRK2 aptamer HTS: 3; Fam108B counter: 9
49	CCSC1=C(C#N)C(c2ccc(Cl)cc2)C2=C(CCCC2=O)N1 (stereo unspecified)
  Bcl-xL primary: 4; GLD-1 RNA inh: 7; MEX-5 binding: -4.7; AGP1 TOR yeast: 110; CIT2-GFP yeast: 88; VLA-4 inh: 11; MCL1 BIM primary: 4; GRK2 aptamer HTS: 1; Fam108B counter: 2

As entered above:
Entry of COc1ccc(CN2C=C3C(=O)C(C)(OC(=O)CCc4ccccc4)C(=O)C=C3C=C2c2ccc(C#N)cc2)cc1 (stereo unspecified) under Fam108B counter: 9
Entry of CC(C)(CO)N=Cc1c(O)[nH]c2ccccc12 under MEX-5 binding: -1.5

Continuation.
item	SMILES	Bcl-xL primary	GLD-1 RNA inh	MEX-5 binding	AGP1 TOR yeast	CIT2-GFP yeast	VLA-4 inh	MCL1 BIM primary	GRK2 aptamer HTS	Fam108B counter
51	COc1nc(-c2ccc(C)cc2)ccc1-c1noc(-c2ccco2)n1	-12	-7	-8.9	103	98	3	-22	0	-10
52	O=Nc1c(O)n(Cc2ccccc2)c2ccccc12	0	1	-1.0	97	91	7	-3	0	-9
53	Cc1ccc(NC(=O)CSc2ncccn2)cc1F	2	-4	2.1	89	91	25	4	1	3
54	O=C(NCc1cnn(-c2ccc(F)cc2)c1)C1CCC(=O)N(C2CC2)C1 (stereo unspecified)	.	.	0.6	93	98	9	.	4	.
55	CCOc1ccc(NC(=O)C2CC(=O)OC2c2ccccc2)cc1 (stereo unspecified)	1	1	0.0	103	96	0	6	82*	-3
56	CCN(CC)c1ccc(C(=S)NCc2ccccc2)cc1	9	3	-3.0	108	89	6	7	1	4
57	Clc1cc(NC2CCCCC2)ncn1	6	7	-0.3	98	110	-6	0	5	3
58	CCOc1cc(/C=C2\COc3ccccc3C2=O)ccc1OCC(=O)N(C)C	-1	-10	1.5	98	95	2	-2	0	-3
59	Cc1ccc(NC(=S)NNC(=O)Cn2nc([N+](=O)[O-])cc2C)cc1	4	2	-1.5	111	111	6	4	0	0

By substructure: those above containing a Cl atom
item	SMILES	Bcl-xL primary	GLD-1 RNA inh	MEX-5 binding	AGP1 TOR yeast	CIT2-GFP yeast	VLA-4 inh	MCL1 BIM primary	GRK2 aptamer HTS	Fam108B counter
8	CCOc1ccc(NC(=O)CN(C)C(=O)CCCOc2ccc(Cl)c(C)c2)cc1OCC	-4	7	-1.6	99	103	10	-10	0	-4
16	CN(C)c1ccc(NC(=S)NC(=O)/C=C/c2ccc(Cl)cc2)cc1	9	-2	-1.0	108	105	-2	18	0	5
20	Cc1ccc(C(=O)CCS(=O)(=O)c2ccc(Cl)cc2)cc1	0	9	-0.1	106[may fluoresce green]	123[may fluoresce green]	-6	2	0	-2
27	COc1cc(OC)c(NC(=O)c2ccc3c(SCC(=O)O)c4c(nc3c2)CCCC4)cc1Cl	7	-5	-8.9	108	109	7	13	4	0
30	Clc1ccc(OCCn2ccnc2)c(Br)c1	7	-1	2.8	100	.	7	4	2	2
49	CCSC1=C(C#N)C(c2ccc(Cl)cc2)C2=C(CCCC2=O)N1 (stereo unspecified)	4	7	-4.7	110	88	11	4	1	2
57	Clc1cc(NC2CCCCC2)ncn1	6	7	-0.3	98	110	-6	0	5	3
